Assay outcomes as filed in PubChem BioAssay.
PKA-R1A activ: activators of PKA-R1A complex; AID 504707; activation, % at 11.4 µM; PKA-R1A dissociation, Cy5-IP20 fluorescence polarization; scaled: DMSO 0%, 113 µM cGMP 100%; P00514+P68181; 0.083% of 340,000 active;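 active means percent activation above the mean of all tested compounds plus 3 SD, cut at about 19% in these data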;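 further: higher means more PKAc released from R1A so a rise in polarization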
CDK5 p35 inh: CDK5/p35 (human) kinase inhibition; Q00535+Q15078; Recombinant CDK5/p35, ADP-Glo luminescence, 60 min; inhibition, % at 10 µM; 0.01% of 330,000 active; AID 488839;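 active means highest replicate inhibition of at least 50% and at least 75% of replicates reaching 50%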;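 further: plate controls were DMSO neutral control for no effect and GW8510 at 10 µM for full effect; many of its hits are not listed in these tables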
MITF TRPM1 HTS: increases MITF-driven TRPM1 promoter luciferase signal. SK-MEL-5 TRPM1-promoter luciferase, 24 h; % of positive control, neutral wells = 0. activation, % at 12.5 µM. 0.75% of 300,000 active;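 active means mean activation of at least 80% with every replicate also reaching 80%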;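 further: 0% = neutral control wells and 100% = parthenolide positive control wells; values of inactives mirror those of a sister screen read the other way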
PKA-R2B act: activators of human PKA-R2B complex; PKA-R2B holoenzyme dissociation, Cy5-IP20 fluorescence polarization; R2B truncated from residue 108, S112A mutant; 0% DMSO only, 100% 113 µM cGMP; 0.079% of 340,000 active; activation, % at 11.4 µM; P22694+P31323;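 active means activation above a cutoff set at the mean over all compounds plus 3 SD, cut at about 18% in these data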;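 further: higher means more holoenzyme dissociation and a rise in polarization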
dFosB act: enhances mouse delta FosB homodimer DNA binding | P13346 | purified delta FosB, TAMRA-CDK5 oligo fluorescence polarization; percent of positive-control signal above neutral wells | activation, % at 25 µM | 0.99% of 340,000 active | AID 493131;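 active means mean activation above about 17%, with every replicate also reaching it, limit read from the data, passing the limit was not always enough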;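 further: fluorescence polarization rise as delta FosB binds a TAMRA Cdk5 AP-1 oligo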
Mot1-301 SUMO: SUMOylation pathway inhibition by Mot1-301 growth rescue; growth rescue, % at 18.8 µM; S. cerevisiae Mot1-301 growth rescue, ATP luminescence, 38.5C; percent above DMSO median, 100 means doubled; 1% of 320,000 active;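 active means every valid replicate shows activation above 250% relative to neutral control wells; inactive means the rest, any valid replicate at or below 250%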;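 further: OY570 slx delta 5 strain wells were the positive control but not used for scaling; some compounds called inactive have numbers as strong as hits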
Arr AP2 block: blocks beta-arrestin peptide binding to AP2 adaptin; AID 504490; 0.31% of 340,000 active; inhibition, % at 10 µM; FITC-arrestin peptide / GST-AP2 beads, flow cytometry; AP2 beta2 appendage carries R879A mutation;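 active means inhibition above a set limit, near 3 SD of compounds lacking own fluorescence, cut at about 54% in these data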;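 further: plate controls were DMSO wells for no effect and 5 µM unlabelled arrestin peptide for full effect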
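Assay system: GST-AP2 R879A bound to glutathione beads, E. coli-expressed; Medium: PBS with 0.05% Tween 20 and 0.1% BSA; Also added: fluorescein-tagged arrestin peptide at 50 nM final; Timing: 12 min plus 1 h, RT; Measured by: flow cytometry, FL1 (488/535 nm); Evaluation: percent drop in bead-associated FITC signal.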
SR-BI HDL uptake: mouse SR-BI HDL lipid transfer inhibition | 0.96% of 320,000 active | ldlA[mSR-BI] CHO cells, DiI-HDL uptake fluorescence, 3 h | Q61009 | AID 488896 | inhibition, % at 12.5 µM;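 active means mean replicate inhibition of at least 70% and a set share of replicates each scoring 70 or more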;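 further: 0% = median of neutral control wells and 100% = median of positive control wells; values of inactives mirror those of a sister screen read the other way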
SR-BI DiI-HDL act: enhances SR-BI lipid uptake from DiI-HDL; CHO ldlA[mSR-BI] cells, DiI-HDL uptake fluorescence, 3 h; 100 = double the neutral-control signal; activation, % at 12.5 µM; 0.096% of 320,000 active;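 active means mean replicate activation of at least 60% and every replicate at or above 60%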;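 further: 0% = median plate neutral-control signal and 100% = twice that signal; values of inactives mirror those of a sister screen read the other way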
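Test system: SR-BI-overexpressing, LDLR-lacking CHO cells; Also added: labelled HDL, 10 µg/mL; Measured by: bottom-read cell fluorescence after medium removal, ex 550/em 595 nm; Timing: 3 h uptake period with compound, 37 °C; Buffer or medium: F12, 0.5% BSA, 25 mM HEPES; Doses: single compound concentration, delivered by pin transfer.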
NSD2 inh: NSD2 (human) methyltransferase inhibition; NSD2 peptide methylation, AlphaScreen, 120 min; inhibition, % at 12.5 µM; 0.54% of 310,000 active; in the data active means inhibition above about 50%
DSG3 Ab inh: inhibitors of pemphigus antibody binding to human desmoglein-3 | P32926 | DSG3-coupled beads, scFv-anti-DSG3-GFP binding, flow cytometry; active compounds read low | binding (percent of control), % at 10 µM | 0.48% of 310,000 active;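 active means binding more than 3 SD below its plate's average and above zero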;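 further: hits lower antibody fragment binding to DSG3; some compounds called inactive have numbers as strong as hits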
Target sequence (P32926 whole entry, looked up, the tested form may be a part): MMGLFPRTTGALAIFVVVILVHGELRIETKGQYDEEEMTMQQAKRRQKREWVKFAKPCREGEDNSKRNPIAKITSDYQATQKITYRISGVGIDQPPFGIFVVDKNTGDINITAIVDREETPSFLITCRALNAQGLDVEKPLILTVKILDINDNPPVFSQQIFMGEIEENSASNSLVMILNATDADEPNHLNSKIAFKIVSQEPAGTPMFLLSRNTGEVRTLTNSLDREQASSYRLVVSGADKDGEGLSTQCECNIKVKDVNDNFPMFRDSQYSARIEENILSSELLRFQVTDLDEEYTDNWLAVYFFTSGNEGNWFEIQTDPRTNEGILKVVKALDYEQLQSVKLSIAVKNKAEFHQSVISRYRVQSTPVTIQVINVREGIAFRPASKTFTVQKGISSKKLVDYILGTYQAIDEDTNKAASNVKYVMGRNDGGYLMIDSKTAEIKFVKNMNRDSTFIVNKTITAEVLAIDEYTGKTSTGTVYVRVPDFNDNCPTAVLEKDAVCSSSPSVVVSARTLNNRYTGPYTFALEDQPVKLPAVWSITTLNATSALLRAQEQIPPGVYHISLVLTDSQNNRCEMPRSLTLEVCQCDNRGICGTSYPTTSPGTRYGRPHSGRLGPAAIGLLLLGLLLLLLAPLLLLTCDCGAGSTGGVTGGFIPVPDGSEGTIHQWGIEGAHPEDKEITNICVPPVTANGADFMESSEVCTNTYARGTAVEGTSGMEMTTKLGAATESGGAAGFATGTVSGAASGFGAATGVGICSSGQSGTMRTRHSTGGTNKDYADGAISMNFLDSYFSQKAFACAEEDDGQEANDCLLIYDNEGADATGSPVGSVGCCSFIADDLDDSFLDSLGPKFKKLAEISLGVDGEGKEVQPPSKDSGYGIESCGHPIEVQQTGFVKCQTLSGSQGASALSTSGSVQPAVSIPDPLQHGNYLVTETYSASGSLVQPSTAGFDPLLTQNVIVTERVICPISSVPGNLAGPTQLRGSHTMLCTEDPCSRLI
Active calls of the source: *; nt = not tested or not shown.

item | PKA-R1A activ | CDK5 p35 inh | MITF TRPM1 HTS | PKA-R2B act | dFosB act | Mot1-301 SUMO | Arr AP2 block | SR-BI HDL uptake | SR-BI DiI-HDL act | NSD2 inh | DSG3 Ab inh | Compound
1 | -4 | -3.6 | 10 | 12 | -3 | 19 | 1 | -21 | 21 | -2 | 98 | C=C(C)CSc1nnc(-c2ccccc2)n1N
2 | -5 | 0.1 | 37 | -5 | -6 | -6 | 2 | nt | nt | 4 | 88 | COc1ccc(CC(=O)N/N=C/c2ccc(-c3cccc(C(=O)O)c3)o2)cc1OC
3 | 1 | -1.6 | -2 | 2 | -3 | -5 | -3 | 56 | -56 | 0 | 103 | Cn1c(CO)c(-c2ccccc2)c2cc([N+](=O)[O-])ccc21
4 | 1 | -1.3 | 2 | -6 | 7 | 4 | -2 | -4 | 4 | -3 | 115 | Cc1c(Cl)c([N+](=O)[O-])nn1CC(=O)NCc1ccc(Cl)cc1
5 | -10 | -0.4 | 77 | -10 | 10 | 5 | 2 | 18 | -18 | -3 | 103 | C/C(=N\NC(=O)c1ccncc1)c1ccc(NC(=O)c2ccc(Cl)cc2)cc1
6 | 0 | -1.8 | 16 | 7 | 2 | -3 | -8 | nt | nt | 5 | nt | CCC(C)c1c(O)nc(SCC(=O)N2CCCCCC2)[nH]c1=O (configuration not stated)
7 | -1 | 0.8 | 1 | -10 | -15 | 1 | -12 | nt | nt | 4 | 95 | COc1cc2c(cc1OC)C(C)N(C(=O)Cc1ccc(C(F)(F)F)cc1)CC2 (configuration not stated)
8 | -6 | 0.7 | -12 | -5 | -12 | 436 | 20 | -4 | 4 | 8 | 82 | O=C(COc1ccccc1/C=C1\SC(=O)NC1=O)Nc1ccc(F)cc1
9 | -7 | 1.0 | 5 | -1 | -4 | -4 | -15 | -12 | 12 | 0 | nt | CCCCn1c(N)c(N(CCOC)C(=O)c2ccc(N3CCCC3=O)cc2)c(=O)[nH]c1=O
10 | 3 | 0.3 | 6 | 1 | -8 | 17 | -14 | -10 | 10 | nt | 97 | O=S1(=O)C=CC(Sc2nc3ccccc3[nH]2)C1 (configuration not stated)
11 | -12 | 3.1 | 4 | -5 | -12 | -10 | -1 | -17 | 17 | 0 | 96 | O=C(CCC1N=C2c3ccccc3N=C(SCc3cccc(Cl)c3)N2C1=O)NCc1ccco1 (configuration not stated)
12 | -2 | 0.3 | 16 | -6 | -7 | -3 | 6 | -4 | 4 | -3 | 96 | COc1ccc(C(CNC(=O)c2cccc(S(=O)(=O)N3CCCC(C)C3)c2)N(C)C)cc1 (configuration not stated)
13 | 5 | 3.9 | -3 | 3 | -5 | -1 | -13 | -30 | 30 | -1 | 102 | Cc1c(NC(=O)C(C)OC(=O)Cc2ccc(F)cc2)c(=O)n(-c2ccccc2)n1C (configuration not stated)
14 | -5 | 0.8 | -2 | 1 | -5 | -2 | -1 | 12 | -12 | nt | 96 | CC(Oc1ccccc1F)c1nnc(SCC(=O)NCc2ccc3c(c2)OCO3)o1 (configuration not stated)
15 | 2 | 1.1 | -6 | -5 | -13 | 169 | -13 | -8 | 8 | 2 | 102 | Cc1ccc(S(=O)(=O)NCCC(=O)NCc2ccccn2)cc1
16 | 4 | -2.1 | 5 | 5 | -9 | -27 | 2 | -18 | 18 | 0 | 104 | Cc1ccc(S(=O)(=O)N2CCC(C(=O)NNS(=O)(=O)c3ccc(Cl)cc3)CC2)cc1
17 | 8 | -0.5 | 14 | 10 | 5 | 13 | -3 | 20 | -20 | 5 | 108 | CCCC(=O)Nc1nn(CC)c2nc3ccc(C)cc3cc12
18 | -1 | -0.2 | -9 | -2 | -5 | -1 | -8 | -21 | 21 | 1 | 98 | CC1Cc2ccccc2N1C(=O)c1cccnc1 (configuration not stated)
19 | -3 | -0.4 | 14 | -14 | -11 | 43 | 2 | nt | nt | -5 | nt | Cc1ccccc1OCCn1c(=O)sc2ccccc21
20 | 0 | 0.1 | -10 | 7 | -16 | 247 | 0 | nt | nt | -8 | 102 | Nc1ccc(N2CCCCC2)c(S(=O)(=O)Nc2ccc(Cl)cc2)c1
21 | -10 | -5.2 | 35 | 2 | -10 | 0 | 1 | 12 | -12 | -1 | 103 | CCCCCc1ccc(-c2nnc(N)s2)cc1
22 | -3 | 0.0 | 0 | -17 | -6 | -22 | 3 | 0 | 0 | 0 | 95 | Cc1ccccc1NS(=O)(=O)c1ccc(C(=O)N2CC(C)OC(C)C2)cc1 (configuration not stated)
23 | 8 | -1.2 | 24 | 4 | -13 | -11 | 7 | 41 | -41 | 3 | 87 | COc1ccc(C2=NN(C(N)=S)C(c3ccccc3)C2)cc1 (configuration not stated)
24 | 15 | -3.2 | -7 | 1 | -13 | 6 | 1 | -1 | 1 | 0 | 86 | Cc1ccc(C(=O)COC(=O)c2nc(Cl)ccc2Cl)cc1
25 | -2 | -2.8 | 19 | 0 | 0 | 2 | 0 | 10 | -10 | -2 | 110 | CCc1nn(CC(=O)Nc2ccc(Br)c(C)c2)c(=N)s1
26 | 4 | -1.2 | -2 | -3 | -9 | nt | -9 | -37 | 37 | -1 | 120 | CCc1ccc(S(=O)(=O)N/N=C\c2cn(CC(N)=O)c3ccccc23)cc1
27 | -5 | -1.6 | -5 | -11 | -8 | -16 | -3 | -27 | 27 | 0 | 109 | Cc1ccc(C)c(S(=O)(=O)N2CCN(C(=O)Cc3ccc(S(=O)(=O)N4CCOCC4)s3)CC2)c1
28 | -14 | 1.6 | 4 | -12 | -13 | -9 | 18 | -16 | 16 | nt | 104 | COC(=O)c1c(NC(=O)c2ccccc2)sc2c1CC(C)(C)NC2(C)C
29 | -5 | -1.7 | -20 | -13 | 7 | -9 | 1 | 27 | -27 | -1 | 106 | CCOc1ccc(NC(=O)CN(C)C(=O)c2cc(-c3cccs3)nn2-c2ccccc2)cc1OCC
30 | -1 | 1.9 | -8 | 2 | -1 | -6 | 13 | -39 | 39 | -4 | 107 | Cc1nnc(SCc2ccc(CC(=O)O)cc2)o1

Exported in transposed form: eight of the compounds above.
#22 Cc1ccccc1NS(=O)(=O)c1ccc(C(=O)N2CC(C)OC(C)C2)cc1 (configuration not stated)
#23 COc1ccc(C2=NN(C(N)=S)C(c3ccccc3)C2)cc1 (configuration not stated)
#24 Cc1ccc(C(=O)COC(=O)c2nc(Cl)ccc2Cl)cc1
#25 CCc1nn(CC(=O)Nc2ccc(Br)c(C)c2)c(=N)s1
#26 CCc1ccc(S(=O)(=O)N/N=C\c2cn(CC(N)=O)c3ccccc23)cc1
#27 Cc1ccc(C)c(S(=O)(=O)N2CCN(C(=O)Cc3ccc(S(=O)(=O)N4CCOCC4)s3)CC2)c1
#28 COC(=O)c1c(NC(=O)c2ccccc2)sc2c1CC(C)(C)NC2(C)C
#29 CCOc1ccc(NC(=O)CN(C)C(=O)c2cc(-c3cccs3)nn2-c2ccccc2)cc1OCC

| screen / no. | 22 | 23 | 24 | 25 | 26 | 27 | 28 | 29 |
| --- | --- | --- | --- | --- | --- | --- | --- | --- |
| PKA-R1A activ | -3 | 8 | 15 | -2 | 4 | -5 | -14 | -5 |
| CDK5 p35 inh | 0.0 | -1.2 | -3.2 | -2.8 | -1.2 | -1.6 | 1.6 | -1.7 |
| MITF TRPM1 HTS | 0 | 24 | -7 | 19 | -2 | -5 | 4 | -20 |
| PKA-R2B act | -17 | 4 | 1 | 0 | -3 | -11 | -12 | -13 |
| dFosB act | -6 | -13 | -13 | 0 | -9 | -8 | -13 | 7 |
| Mot1-301 SUMO | -22 | -11 | 6 | 2 | nt | -16 | -9 | -9 |
| Arr AP2 block | 3 | 7 | 1 | 0 | -9 | -3 | 18 | 1 |
| SR-BI HDL uptake | 0 | 41 | -1 | 10 | -37 | -27 | -16 | 27 |
| SR-BI DiI-HDL act | 0 | -41 | 1 | -10 | 37 | 27 | 16 | -27 |
| NSD2 inh | 0 | 3 | 0 | -2 | -1 | 0 | nt | -1 |
| DSG3 Ab inh | 95 | 87 | 86 | 110 | 120 | 109 | 104 | 106 |

(next part)
item | PKA-R1A activ | CDK5 p35 inh | MITF TRPM1 HTS | PKA-R2B act | dFosB act | Mot1-301 SUMO | Arr AP2 block | SR-BI HDL uptake | SR-BI DiI-HDL act | NSD2 inh | DSG3 Ab inh | Compound
31 | 3 | 0.4 | 0 | -11 | -20 | 46 | 15 | -12 | 12 | nt | 102 | CCCCCCCCCCCCN1[C@@H](CC(=O)O)c2cc(F)ccc2S1(=O)=O
32 | -5 | -1.5 | -4 | 2 | -12 | 14 | 6 | -16 | 16 | -4 | 104 | COc1cc(C)c(NC(=O)COc2ccc3c(c2)CCC3)cc1OC
33 | 3 | 0.4 | -6 | 3 | -7 | -13 | 0 | 9 | -9 | -4 | 104 | Cc1ccc(Cc2nnc3n(-c4ccccc4)nc(C(=O)c4ccccc4)n3c2=O)cc1
34 | -5 | 0.6 | -5 | -3 | -3 | 17 | 0 | 1 | -1 | 1 | 101 | O=C(NCc1ccccc1Cl)c1ccc[nH]1
35 | 0 | -3.1 | -7 | -1 | -1 | -5 | 15 | -9 | 9 | 0 | 105 | CCOC(=O)C1CCN(C(=O)c2ccc(OCC(=O)N3CCOCC3)c(OC)c2)CC1
36 | 15 | -0.5 | -6 | 4 | -2 | 21 | -1 | -10 | 10 | -1 | 94 | CN(CC(=O)NCCc1ccc(S(N)(=O)=O)cc1)CC(=O)Nc1ccccc1C(F)(F)F
37 | -2 | 1.6 | -14 | -1 | -2 | -4 | 25 | 7 | -7 | -5 | 106 | CC(=O)c1cn(CC(=O)Nc2ccccc2Cl)c2ccccc12
38 | -11 | -8.6 | -6 | 0 | 2 | 560 | -2 | -13 | 13 | 2 | 92 | CCn1c(O)c(N=NC(=O)C(O)c2ccccc2)c2ccccc21 (configuration not stated)
39 | -9 | 0.6 | -10 | 1 | -4 | 5 | 24 | 16 | -16 | 3 | 92 | CC(=O)c1ccc(-n2c(CCC(=O)O)ccc2-c2ccccc2)cc1
40 | -2 | 0.7 | -7 | 1 | -7 | 0 | -3 | nt | nt | 2 | 101 | CCOc1ccccc1/C=N/NC(=O)Cc1csc(Nc2cccc(C(F)(F)F)c2)n1
41 | -11 | -1.0 | nt | -10 | 6 | 26 | 4 | 39 | -39 | -8 | 106 | COc1ccc(-c2cc(-c3ccccc3O)[nH]n2)cc1OC
